GPR151 ag = activators of human GPR151, primary screen, cell-based, PathHunter beta-arrestin, luminescence; G-protein coupled receptor 151 (Homo sapiens), Q8TDV0; actives 1% (n = 650,000); activation, % at 11.2 µM; AID 1508602, 2020; PathHunter beta-arrestin GPR151 cells; in the data active means activation above about 4.9%;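 further: 0% = median of compound wells and 100% = cells with positive control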
MITF primary = MITF inhibitors, primary screen, biochemical, AlphaScreen, human; AlphaScreen MITF homodimerization, bead proximity signal; Microphthalmia-associated transcription factor (Homo sapiens), O75030; inhibition, % at 2.6 µM; actives 0.91% (n = 650,000); in the data active means inhibition above about 50%;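 further: 0% = vehicle wells with protein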
TEAD-YAP inh = TEAD-YAP interaction inhibition, primary screen, TEAD-YAP interaction inhibitor project, luminescence, HEK-TIYL cells | AID 1259422, 2018 | TEAD-Gal4/YAP UAS-luciferase luminescence | actives 1.4% (n = 640,000) | inhibition, % at 9.12 µM; in the data active means inhibition above about 32%;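 further: 0% = median of test compound wells and 100% = reference inhibitor wells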
FBW7 activator = FBW7 E3 ligase activators, primary screen, biochemical, AlphaScreen, human. AlphaScreen FBW7–phospho-cyclin E peptide binding, activator screen. normalized activity (activation), % at 26.1 µM. actives 0.13% (n = 650,000). AID 1259310, 2017; in the data active means normalized activity above about 1.9%;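 further: purified mutant Fbw7 with reduced substrate affinity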
Target sequence (Q969H0 whole entry, looked up): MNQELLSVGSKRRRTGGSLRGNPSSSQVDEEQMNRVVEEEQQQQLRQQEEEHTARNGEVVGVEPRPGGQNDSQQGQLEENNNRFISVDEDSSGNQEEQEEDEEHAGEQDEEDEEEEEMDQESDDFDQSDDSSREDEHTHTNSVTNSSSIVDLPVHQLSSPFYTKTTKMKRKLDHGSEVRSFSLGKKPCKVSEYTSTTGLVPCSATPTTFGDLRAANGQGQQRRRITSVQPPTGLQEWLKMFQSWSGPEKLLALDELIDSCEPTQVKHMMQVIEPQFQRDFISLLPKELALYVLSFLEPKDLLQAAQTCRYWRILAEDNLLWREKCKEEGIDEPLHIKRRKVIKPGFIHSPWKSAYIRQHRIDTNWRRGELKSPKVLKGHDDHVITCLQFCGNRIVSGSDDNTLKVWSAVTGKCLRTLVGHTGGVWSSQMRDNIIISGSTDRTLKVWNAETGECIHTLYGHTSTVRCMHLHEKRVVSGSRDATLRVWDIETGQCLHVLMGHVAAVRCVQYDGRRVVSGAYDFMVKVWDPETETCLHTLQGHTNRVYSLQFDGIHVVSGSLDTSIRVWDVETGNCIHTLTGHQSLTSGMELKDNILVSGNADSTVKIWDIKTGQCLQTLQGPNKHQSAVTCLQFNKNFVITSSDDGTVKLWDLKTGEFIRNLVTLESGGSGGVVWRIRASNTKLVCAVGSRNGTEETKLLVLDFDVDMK
Numbers without * were called inactive; & = joins results of further samples.

A first look (3 entries):
Each structure is followed by: FBW7 activator, GPR151 ag, TEAD-YAP inh, MITF primary
- CCC(=O)N1c2ccccc2NC2=C(C(=O)CC(c3cc(OC)c(OC)c(OC)c3)C2)C1c1ccc(OC)c(OC)c1 (stereo not given)
  1.2, -0.3, -8, 12
- COc1ccc(/C=C/c2nn3c(-c4ccncc4)nnc3s2)cc1
  -0.3, -0.6, 1, -3
- O=C(/C=C/c1ccccc1)NC(N1CCCC1)C(Cl)(Cl)Cl (stereo not given)
  -0.1, -0.4, 6, 1

The whole of this part (from the top)
Each structure is followed by: FBW7 activator, GPR151 ag, TEAD-YAP inh, MITF primary
- CCC(=O)N1c2ccccc2NC2=C(C(=O)CC(c3cc(OC)c(OC)c(OC)c3)C2)C1c1ccc(OC)c(OC)c1 (stereo not given)
  1.2, -0.3, -8, 12
- COc1ccc(/C=C/c2nn3c(-c4ccncc4)nnc3s2)cc1
  -0.3, -0.6, 1, -3
- O=C(/C=C/c1ccccc1)NC(N1CCCC1)C(Cl)(Cl)Cl (stereo not given)
  -0.1, -0.4, 6, 1
- Cc1ccnc(NS(=O)(=O)c2cc(C(C)(C)C)c(F)c(C(C)(C)C)c2)c1
  -0.1, 0.7, 1, -2
- Cc1nc2sc(C(=O)Nc3ccc4c(c3)OCO4)c(C)c2c(=O)[nH]1
  0.1, 0.0, -7, 10
- Cc1ccc(CCC(=O)N2CCC(n3nccc3NC(=O)C3CC3)CC2)cc1
  0.0, -0.2, -5, 11
- CCOc1ccccc1N1CCN(CC(=O)N(CC)CC)CC1
  0.1, -0.1, -1, -6
- Cn1cnnc1SCC(=O)Nc1ccc2c(c1)oc1ccccc12
  -0.1, -0.2, -49, 20
- Cc1c(Cl)ccc2c(=O)c(C(=O)O)c[nH]c12
  0.1, -1.0, -3, -14
- Cc1cccc(OC2CCN(Cc3c(C(=O)N(C)C)nc4ccc(Cl)cn34)CC2)c1
  0.4, 0.1, -1, 8
- CC1CC(C)(C)NC(=S)N1CCCC(=O)N1CCN(c2cccc(C(F)(F)F)c2)CC1 (stereo not given)
  0.2, 3.6, -5, 5
- CCOc1cc(OCC)cc(C(=O)Nc2cc3nn(-c4ccc(C)cc4)nc3cc2C)c1
  -0.1, 1.2, -11, 7
- Nc1nncn1C(=O)c1cccc(Cl)c1
  -0.1, 0.8, 5, 11
- CC1C(=O)OC2C(O)C34C5CC(C(C)(C)C)C36C(OC(=O)C6O)OC4(C(=O)O5)C12O (stereo not given)
  -0.1&0.9, 0.5&0.4, 0, 5&4
- CCOc1ccccc1NC(=O)N1CCN(c2ccc3nncn3n2)CC1
  0.0, 1.5, 7, -2
- CC(=O)Nc1cc(C(=O)O)cc(N)c1Cl
  0.5, 5.5*, 0, 16
- COC(=O)c1ccc(OCC2c3cc(OC)c(OC)cc3CCN2C(=O)C(C)(C)C)cc1 (stereo not given)
  -0.1, 0.3, -2, 2
- FC(F)Oc1ccccc1C1CC(c2cccc(Br)c2)Nc2nnnn21 (stereo not given)
  -0.1, -0.4, 5, 8
- CN(C)CCNC(=O)NC(c1ccccc1)c1ccccc1
  -0.1, 0.4, 0, -3
- CCOc1ccc(C(=O)Nc2cc(-c3nc4ccccc4o3)ccc2C)cc1
  0.0, -0.5, 1, -2
- Cc1ccccc1Oc1nnc(-c2cccs2)c2ccccc12
  0.2, 1.0, -5, 7
- COc1ccc(/C=c2\sc3nc(-c4cccs4)nn3c2=O)cc1
  -0.1, -0.9, -2, 7
- O=C(Cc1cn(-c2ccc(Cl)nn2)c2ccccc12)NCc1cccnc1
  0.1, -2.9, 3, 0
- CCCN1CCC(O)(c2ccc3oc(C(=O)Nc4ccc(OC)c(OC)c4)cc3c2)CC1
  0.3, -0.2, -14, -15
- C/C=C/Cn1c(SCC(C)C)nc2c1c(=O)[nH]c(=O)n2C
  0.0, 0.5, -19, 4
- CCOC(=O)N1CCN(S(=O)(=O)c2ccc(C(=O)N=c3sc4cc(C)ccc4n3C)cc2)CC1
  -0.1, -1.0, -6, -4
- COc1ccc(CNc2sc3c(c2C(=O)Nc2ccc(OC)cc2OC)CCC3)cc1
  -0.1, 0.3, 1, 5
- CCC(=O)Nc1cccc(C(=O)OCc2ccccc2Br)c1
  0.0, -0.5, -13, 0
- Cc1ncoc1C(=O)N1CCC(C(Cc2ccccc2)N(C)C(=O)c2ccsc2)CC1 (stereo not given)
  -0.1, 1.4, 9, 8
- CCc1ccccc1NC(=O)c1c(NC(=O)c2ccccc2Cl)sc2c1CCCC2
  1.1, 0.7, -5, 15
- Cn1c(=O)cc(OCC(=O)NCCC2=CCCCC2)c2ccccc21
  -0.4, 1.8, -7, -4
- CCC(C)C(NC(=O)OC(C)(C)C)C(=O)NC(CCC(=O)OCc1ccccc1)C(N)=O (stereo not given)
  0.0, -0.1, 3, 9
- O=S(=O)(c1ccc(OCC(O)CN2CCCC2)cc1)c1ccc(OCC(O)CN2CCCC2)cc1 (stereo not given)
  -0.1, -0.1, 15, -1
- COc1cc(C=C2C(=O)NC(=S)NC2=O)c(Cl)cc1O
  0.5, -0.1, 3, 15
- COc1ccc2nc(NC(=O)c3ccccc3[N+](=O)[O-])sc2c1
  0.0, -1.6, -34, 17
- C=CCn1c(SCCC)nc2sc3c(c2c1=O)CCCCC3
  0.0, 3.1, -6, -9
- CN1CCOc2cc(S(=O)(=O)Nc3ccc(Cl)cc3F)ccc21
  0.6, 4.5, 5, 7
- CCCCC(c1nnnn1Cc1ccco1)N1CCN(C2CCCCC2)CC1 (stereo not given)
  0.0, -0.6, -9, 1
- N#Cc1cc2cc([N+](=O)[O-])ccc2oc1=O
  -0.1, 0.4, 8, -7
- COc1ccc(CCN(C)C2CCCN(Cc3cc(C)[nH]n3)C2)cc1OC (stereo not given)
  0.0, -0.3, 4, 3
- COc1ccc(C(C(C(=O)c2ccco2)N2CCOCC2)N2CCOCC2)cc1 (stereo not given)
  -0.2, -0.3, -3, 7
- COc1cccc(NC(=O)CN(c2ccccc2Br)S(C)(=O)=O)c1
  -0.2, -0.7, 18, -12
- COc1ccccc1C1(O)CCN(CC(=O)NC2CCCCC2C)CC1 (stereo not given)
  0.1, 0.2, 0, 17
- FC(F)(F)c1cn2c(n1)CN(Cc1nnnn1Cc1cccs1)CC2
  0.2, 1.0, -6, -1
- CCOC(=O)c1sc(N)c(C#N)c1CSc1nnnn1-c1ccccc1
  0.0, -1.4, 1, -1

Five structures from above, ordered by molar mass, low to high.
Each structure is followed by: FBW7 activator, GPR151 ag, TEAD-YAP inh, MITF primary
- N#Cc1cc2cc([N+](=O)[O-])ccc2oc1=O
  -0.1, 0.4, 8, -7
- COc1cc(C=C2C(=O)NC(=S)NC2=O)c(Cl)cc1O
  0.5, -0.1, 3, 15
- Cn1c(=O)cc(OCC(=O)NCCC2=CCCCC2)c2ccccc21
  -0.4, 1.8, -7, -4
- CCCCC(c1nnnn1Cc1ccco1)N1CCN(C2CCCCC2)CC1 (stereo not given)
  0.0, -0.6, -9, 1
- CCC(C)C(NC(=O)OC(C)(C)C)C(=O)NC(CCC(=O)OCc1ccccc1)C(N)=O (stereo not given)
  0.0, -0.1, 3, 9

(cont.)
Each structure is followed by: FBW7 activator, GPR151 ag, TEAD-YAP inh, MITF primary
- O=c1oc2c(Cl)cc(Cl)cc2cc1-c1csc(Nc2cccc(F)c2)n1
  0.0, -1.0, 6, 3
- N#C/C(=C\c1ccc(OCC(=O)NCc2ccco2)cc1)C(=O)Nc1ccc(F)cc1
  -0.1, 0.1, 4, -17
- CN(C)c1ccc(C(=O)OCC(=O)c2cccc([N+](=O)[O-])c2)cc1
  -0.2, 0.5, -6, 8
- CCOc1ccc2nc(C)cc(Nc3ccc(OC)c(OC)c3)c2c1
  0.0, -0.9, -3, 14
- COc1ccc(C2=N/C(=C/c3ccc([N+](=O)[O-])cc3)C(=O)O2)cc1
  0.3, 2.0, 4, 18
- Cn1c(=O)c2c(nc(CN3CCN(CCO)CC3)n2CCN2CCOCC2)n(C)c1=O
  1.1, 2.3, -2, 14
- Cn1c(SCc2nc(-c3cccs3)no2)nnc1-c1ccncc1
  -0.1, 0.4, 3, 9
- COC(=O)C1=C(C)N(c2ccc(OC)c(Cl)c2)C(=O)/C1=C\c1ccccc1[N+](=O)[O-]
  -0.2, -1.2, -25, -3
- CC1CCCCC1NC(=O)c1ccc(Sc2ccc(F)cc2)c([N+](=O)[O-])c1 (stereo not given)
  0.3, -1.3, -1, 17
- CCN(CC)S(=O)(=O)c1ccc(NC(=O)c2ccc(N3C(=O)CCC3=O)cc2)cc1
  0.1, 0.7, -2, 16
- CC(=O)c1ccc(-[n+]2cc([O-])on2)cc1
  0.0, 1.6, -67, -10
- Cc1oc(C(C)(C)C)cc1C(=O)Nc1cccc2ccccc12
  -0.1, 1.6, 13, -4
- O=C1c2cccc([N+](=O)[O-])c2C(=O)N1CN(C(=O)C(F)(F)F)c1ccccc1
  -0.1, 0.2, -2, -4
- CC(=O)Nc1ccc(Nc2ccnc(N3CCC(N4CCOCC4)CC3)n2)cc1
  0.6, -0.8, -6, 10
- Nc1nnc(SCC(=O)Nc2ccc(OC(F)(F)F)cc2)s1
  0.1, 1.2, 2, 1
- CCOc1ccc2[nH]cc(C(=O)c3ccc(OC)cc3)c(=O)c2c1
  0.0, 0.2, -1, -15
- COc1cccc(C2CC(c3ccc(Cl)cc3Cl)n3nc(N)nc3N2)c1 (stereo not given)
  0.1, -0.1, 2, 6
- Cc1ccccc1-n1c(SCC(=O)NCc2ccco2)nnc1-c1ccncc1
  0.3, -0.1, 3, 25
- CC1(CCc2ccccc2)NC(=S)N(c2ccccc2)N1 (stereo not given)
  -0.1, 0.1, -1, 9
- CC(C)Cc1ccc(S(=O)(=O)N2CCc3ccccc3C2)cc1
  -0.1, -0.7, 3, 3
- COc1ccc(NC(=O)c2cccc(N3C(=O)c4ccc(C(=O)Nc5ccc(OC)cc5)cc4C3=O)c2)cc1
  -0.2, -0.8, -8, -1
- O=C1CC(Nc2ccc(F)cc2)C(=O)N1c1ccccc1C(F)(F)F (stereo not given)
  -0.1, 2.1, -1, 3
- CN1Cc2cccc(C(=O)N(C)c3nc4c(s3)CCc3occc3-4)c2C1=O
  0.1, 0.4, 4, 12
- N#C/C(=C\c1cccc(C(F)(F)F)c1)C(=O)Nc1ccc(S(N)(=O)=O)cc1
  0.0, 0.9, 3, 8
- O=C(Nc1ccc(Oc2ccccc2)cc1)c1cc2cc(Br)cc(Br)c2oc1=O
  0.1, 1.0, -1, 12
- O=c1[nH]c(/C=C/c2ccccc2)c([N+](=O)[O-])c(=O)[nH]1
  0.0, -0.5, 12, 17
- Cc1nc(=S)n(-c2ccccc2)[nH]1
  -0.3, 0.1, 1, 3
- COc1ccc(S(=O)(=O)NC(CC(=O)NCc2ccccc2)c2ccco2)cc1 (stereo not given)
  -0.3, -0.3, 9, 29
- O=C(Nc1nc2ccc([N+](=O)[O-])cc2s1)c1ccco1
  -0.2, 1.0, -32, 4
- CCCOc1ccc(-c2nc(N3CCCCC3)c3ccccc3n2)cc1
  -0.4, 0.4, -6, -4
- O=C(c1ccccc1O)N1CCN(c2ccccc2)CC1
  0.1, -1.1, -9, 3
- COc1cccc(/C=N/NC(=O)CC#N)c1O
  -0.7, -0.6, -2, 49
- COC(=O)c1ccc(OC(=O)c2ccc(N(C)C)cc2)cc1
  0.2, 0.1, -6, 5
- Cc1cccc(S(=O)(=O)N2CCC(CO)(Cc3ccccc3)CC2)c1
  0.6, -0.5, -1, 3
- NC(=O)c1cc2n(n1)C(C(F)(F)F)CC(c1ccco1)N2 (stereo not given)
  0.1, 1.8, -4, -23
- COC(=O)COc1cccc(-c2nc(Nc3ccc4[nH]ncc4c3)c3ccccc3n2)c1
  -0.1, 0.2, 3, 13
- CCC(Sc1nc2cc(OC)c(OC)cc2c(=O)n1Cc1ccco1)C(=O)Nc1cccc(Cl)c1 (stereo not given)
  -0.2, 0.7, 2, -11
- Cc1ccc(C2C(C(=O)c3cccs3)=C(O)C(=O)N2CCCN2CCOCC2)o1 (stereo not given)
  0.1, -0.8, -1, -5
- Cc1cccc(NC(=O)CN2C(=O)N/C(=C/c3ccc4c(c3)OCCO4)C2=O)c1
  -0.1, -0.4, 2, 14
- Cc1cc(Br)ccc1NC(=O)c1ocnc1C
  0.0, -0.3, -2, 1
- COc1ccccc1CNS(=O)(=O)c1ccc(F)c(C(=O)Nc2ccccc2OC)c1
  0.0, 0.1, -14, 0
- COc1ccccc1OCCCC(=O)NCCc1ccccc1
  -0.1, 2.0, 1, 2
- O=C(NC1(c2ccc3c(c2)OCO3)CCCC1)c1cnccn1
  1.4, -1.4, 2, 18
